# TSG101-PTAP inh – qHTS Assay for Iinhibitors of HIV-1 Budding by Blocking the Interaction of PTAP/TSG101 | 340,000 tested, under 10 active | AID 493005, 2010 | Tumor susceptibility gene 101 protein (Homo sapiens), Q99816 | Potency, µM (top dose mostly 115 µM), for the others: top-dose activity change, negative = inhibition, hits mostly inhibitors | Fluorescence polarization, FITC-PTAP peptide / Tsg101 binding; active = well fitted inhibition curve with a large enough effect in the main read-out, with a control signal flat, not every such curve was filed as active; inconclusive = small, poorly fitted or top-dose-only effect, or effect the other way, or a change in a side signal; inactive = no such curve, though single readings can be large or run the other way; note: potency is the fitted concentration of half-maximal effect; % of control where 0% means no effect
# Target sequence (Q99816 whole entry, looked up): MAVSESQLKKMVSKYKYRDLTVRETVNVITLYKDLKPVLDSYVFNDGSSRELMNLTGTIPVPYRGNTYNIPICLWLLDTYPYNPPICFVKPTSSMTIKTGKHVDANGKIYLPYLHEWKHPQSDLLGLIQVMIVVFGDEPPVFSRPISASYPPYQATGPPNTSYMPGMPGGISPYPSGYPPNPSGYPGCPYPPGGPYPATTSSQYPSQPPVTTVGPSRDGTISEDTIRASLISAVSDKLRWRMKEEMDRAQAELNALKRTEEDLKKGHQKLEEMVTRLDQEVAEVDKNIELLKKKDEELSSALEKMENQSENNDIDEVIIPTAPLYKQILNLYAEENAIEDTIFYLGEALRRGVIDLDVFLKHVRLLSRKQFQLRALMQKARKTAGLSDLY
#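 Compounds were pin-transferred onto Tsg101 binding domain (10 uM final) in HEPES pH 7.5 buffer, then FITC-PTAP peptide was added at 50 nM final. After 20 min at RT, polarization reported peptide displacement across a qHTS concentration series.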
# Mito fusion act – qHTS Assay for Small Molecule Inhibitors of Mitochondrial Division or Activators of Mitochondrial Fusion; S. cerevisiae fusion-defective mutant growth rescue, CellTiterGlo 48 h; Potency, µM (titrated, usually from 46.1 µM), for the others: at the highest dose growth rescue (activation), hits mostly activators; hit rate 0.23% among 320,000;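 note: potency is the fitted concentration of half-maximal effect; % of control where 0% means no effect; nearly all actives have a fitted effect of over 45% in size; temperature-sensitive fusion mutants such as fzo1-1 at 37 °C on non-fermentable ethanol glycerol medium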
#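 Compounds are tested for their ability to restore growth of mitochondrial fusion-defective yeast strains at non-permissive 37C in YPEG medium over 48 hours. Viability is quantified by luciferase luminescence.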
# TSHR antagonist – Antagonists of the Thyroid Stimulating Hormone Receptor: HTS campaign. hit rate 0.2% among 330,000. Thyrotropin receptor (Homo sapiens), P16473. AID 504810, 2011. activity change, negative = inhibition, % at 11.5 µM. TSHR-expressing cells, TSH-stimulated cAMP HTRF, 2 h; hits give low values;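 active = activity change below a set negative limit, meaning inhibition stronger than a set level, cut at about -70% in these data; inconclusive = activity change between two set negative limits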; note: % is set by controls: 0 for no effect and ±100 for the full control effect
#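 Inhibition of cAMP made by TSHR-expressing cells under TSH stimulation (4nM final, EC80; 2 h, 37 deg C) is quantified with a one-step lysis HTRF kit, anti-cAMP cryptate versus cAMP-d2.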
# MBNL1-CUG inh – qHTS Assay for Inhibitors of MBNL1-poly(CUG) RNA binding | TR-FRET MBNL1-His/biotin-(CUG)12 binding, 665/545 ratio | AID 2675, 2010 | Potency, µM (highest dose often 57.5 µM), for inactives: top-dose activity change, negative = inhibition, usual class: inhibitors | hit rate 0.036% among 280,000 | Muscleblind-like protein 1 (Homo sapiens), Q9NR56; active = well fitted inhibition curve with a large enough effect in the signal ratio, with a control signal flat, not every such curve was filed as active; inconclusive = small, poorly fitted or top-dose-only effect, or effect the other way, or a change in a side signal; inactive = no such curve, though single readings can be large or run the other way; the % refers to the signal ratio; note: potency is the fitted concentration of half-maximal effect; % is set by controls: 0 for no effect and ±100 for the full control effect
# Target sequence (Q9NR56 whole entry, looked up): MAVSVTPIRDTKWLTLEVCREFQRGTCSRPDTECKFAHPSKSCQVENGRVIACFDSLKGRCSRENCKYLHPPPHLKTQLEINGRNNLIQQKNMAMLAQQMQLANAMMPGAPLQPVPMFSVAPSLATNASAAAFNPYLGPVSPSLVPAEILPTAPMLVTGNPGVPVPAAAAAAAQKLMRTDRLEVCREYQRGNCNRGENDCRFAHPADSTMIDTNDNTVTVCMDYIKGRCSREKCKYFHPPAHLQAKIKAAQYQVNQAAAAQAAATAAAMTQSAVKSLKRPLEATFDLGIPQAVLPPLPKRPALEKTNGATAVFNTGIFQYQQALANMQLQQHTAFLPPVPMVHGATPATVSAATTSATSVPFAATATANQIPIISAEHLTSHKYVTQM
#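 Compounds (final 92 nM to 58 uM) are added to His-tagged MBNL1 and biotin-(CUG)12, then terbium anti-His antibody and streptavidin-XL665 (5 nM final). After 60 min at room temperature, the 665/545 nm ratio is read.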
# TCR act – Activators of T cell receptors: qHTS campaign; Potency, µM (titrated, usually from 9.22 µM), for the others: top-dose activation of IL-2 secretion, hits mostly activators; AID 504894, 2011; primary human leukocytes, anti-CD3, IL-2 HTRF, 48 h; 330,000 tested, under 10 active; note: % of control where 0% means no effect
#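 HTRF read-out of IL-2 secretion: europium cryptate donor excited at 320nm, d2 acceptor emission at 665nm. Cells were primary human leukocytes incubated 48 hr with compounds and a-CD3 beads, supplying TCR signal only.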
# a7 integrin act – qHTS for Activators of Integrin-Mediated Alleviation for Muscular Dystrophy | alpha7betagal myoblasts, beta-gal FDG fluorescence, 48 h | hit rate 0.064% among 350,000 | AID 624291, 2012 | Potency, µM (titrated, usually from 38.3 µM), without a hit: at the top dose activation, actives largely listed as activators;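 note: potency is the fitted concentration of half-maximal effect; 100% = response of the positive control SU9516; nearly all actives have a fitted effect of over 60% in size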
#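 Alpha7betagal+/- myoblasts (passage 13) were plated 16-24 hr, then exposed to compounds (1:260 dilution of DMSO stock) for 48 hours at 37C. After MPER lysis, β-galactosidase reporter activity was read as FDG fluorescence (ex 480/em 540) after 30 minutes.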
# ASM inhibitor – Inhibitors of Secretory Acid Sphingomyelinase (S-ASM): qHTS; placental ASM, HMU-PC fluorogenic substrate, 60 min; AID 504937, 2011; Potency, µM (doses to about 57.5 µM), inactives show at the top dose activity change, negative = inhibition, most hits filed as inhibitors; hit rate 0.006% among 340,000; Sphingomyelin phosphodiesterase (Homo sapiens), P17405; note: potency is the fitted concentration of half-maximal effect
#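 HMU-PC0 cleavage (9 uM final) by human placental ASM, 60 min at 37 °C following 10 min compound exposure at RT; stopped at pH 10, fluorescence Ex 386/Em 447 nm.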
# MLL CXXC-DNA inh – qHTS Fluorescence Polarization Assay for Inhibitors of MLL CXXC domain - DNA interaction; Histone-lysine N-methyltransferase 2A (Homo sapiens), Q03164; MLL-CXXC / FITC-HOXA9 DNA fluorescence polarization; Potency, µM (doses to about 115 µM), for the others: top-dose activity change, negative = inhibition, most hits filed as inhibitors; hit rate 0.037% among 290,000; active = well fitted inhibition curve with a large enough effect in the polarisation, with a control signal flat, not every such curve was filed as active; inconclusive = small, poorly fitted or top-dose-only effect, or effect the other way, or a change in a side signal; inactive = no such curve, though single readings can be large or run the other way; the % refers to the polarisation; note: potency is the fitted concentration of half-maximal effect
#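 Purified MLL-CXXC (added from a 7 uM solution) was preincubated 5 min at ambient with pinned compounds in 50 mM Tris-HCl pH 7.5, 50 mM NaCl, 1 mM DTT, 0.05% BSA. Fluorescein-labeled HOX-A9 DNA (50 nM solution) followed, 30 min, then polarization read.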
# AT treatment – qHTS Assay for Identifying a Potential Treatment of Ataxia-Telangiectasia; […] A-T fibroblasts, KAP-1 phosphorylation AlphaLISA; neocarzinostatin DNA damage 30 min before lysis; Potency, µM (doses to about 57.5 µM), for the others: top-dose activation, actives largely listed as activators; hit rate 0.19% among 320,000; note: potency is the fitted concentration of half-maximal effect; % of control where 0% means no effect; nearly all actives have a fitted effect of over 45% in size
#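 ATM-like activity read as KAP-1 phosphorylation via AlphaLISA donor/acceptor antibody pairs after lysis and 6 hr at 25C. Cells were ATM-null patient fibroblasts ([…], hTERT), dosed 60 min, then exposed to the DSB inducer NCS for 30 min.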
# Menin-MLL TR inh – qHTS Assay for Inhibitors Targeting the Menin-MLL Interaction in MLL Related Leukemias: Competition With Texas Red Labeled MLL-derived Mutant Peptide. O00255. Menin + Texas Red MLL mutant peptide, fluorescence polarization. Potency, µM (doses to about 61.6 µM), for inactives: top-dose FP activity change, negative = inhibition, most hits filed as inhibitors. hit rate 0.23% among 270,000. AID 1768, 2009; active = well fitted inhibition curve with a large enough effect in the polarisation, with a control signal flat, not every such curve was filed as active; inconclusive = small, poorly fitted or top-dose-only effect, or effect the other way, or a change in a side signal; inactive = no such curve, though single readings can be large or run the other way; the % refers to the polarisation; note: potency is the fitted concentration of half-maximal effect; % of control where 0% means no effect; many of its hits are not listed in these tables
# Numbers without * were called inactive; ? = inconclusive; . = not tested or not shown; [ ] = dose if it differs, or a comment. Unless noted, calls come from the whole dose curve; as a rule, active = well fitted curve in the direction sought with a large enough effect; inconclusive = small, poorly fitted or top-dose-only effect, or another doubt; inactive = no such curve, though single readings can be large; an effect the other way counts as inactive or inconclusive. An excerpt; the hit share may differ from the screen's.
entry	mol	TSG101-PTAP inh	Mito fusion act	TSHR antagonist	MBNL1-CUG inh	TCR act	a7 integrin act	ASM inhibitor	MLL CXXC-DNA inh	AT treatment	Menin-MLL TR inh
1	Cc1cccc(C)c1OCc1cc(C(=O)NC2CCC(O)CC2)no1 (stereo not drawn)	-0.2%	7.9%	-3.8	0.0%	-2.2%	-21.3%	0.6%	-2.9%	0.3%	.
2	N=C1C(c2nc3ccccc3[nH]2)=C(O)CN1NC(=O)c1c[nH]c2ccccc12	-2.9%	4.7%	-6.6	-2.1%	-0.2%	33.2%	-3.9%	11.0%	-3.4%	?
3	COc1ccccc1N1CCN(CC(O)c2c(C)[nH]c3ccccc23)CC1 (stereo not drawn)	-5.8%	0.7%	3.1	1.4%	8.9%	-34.5%	-1.1%	?	-0.1%	?
4	CC(C)N1CC=C2C(C#N)=C(N)C(C#N)(C#N)C(c3ccccc3)C2C1 (stereo not drawn)	-18.9%	1.0%	-22.2	?	-4.8%	-14.2%	.	?	6.1%	-11.4%
5	CCC(C)N(C(=O)COc1ccc(Br)cc1C=O)C1CCS(=O)(=O)C1 (stereo not drawn)	-3.9%	3.7%	-0.8	.	-1.7%	-27.1%	-2.0%	.	8.0%	.
6	Cc1nnc(NC(=O)CSc2nccn2C)s1	-6.5%	-0.7%	0.0	?	5.2%[46.1 µM]	19.6%	1.5%	-15.6%	.	-4.6%
7	Cc1nnc(C)n1/N=C/c1ccc(C(=O)O)cc1	0.0%	-1.2%	19.7	-16.6%	0.9%	12.4%	1.0%	4.3%	6.2%	?
8	COc1ccc2[nH]c(=O)c(CN(Cc3cccnc3)C(=S)NCC3CCCO3)cc2c1 (stereo not drawn)	-8.0%	0.9%	-10.8	-0.3%	-5.2%	-8.0%	81.5%	6.9%	-2.9%	4.7%
9	CCC1(c2ccccc2)NC(=O)N(CC(=O)Nc2ccccc2N2CCCCC2)C1=O (stereo not drawn)	.	0.9%	-19.6	-4.0%	-8.7%	-14.7%	-2.1%	-9.0%	6.3%	0.6%
10	CCCC(=O)Nc1c(-c2cccs2)c(=O)c2ccccc2n1CC	.	-1.2%	-6.3	-1.7%	.	.	.	-1.2%	-6.7%	9.7%
11	CSCCC1NC(=O)C(C(C)=NNC(N)=O)=C1O (stereo not drawn)	-0.7%	.	.	.	-2.1%	13.1%	0.2%	.	.	.
12	O=C(CSc1nnnn1-c1ccccc1)Nc1nsc(-c2ccc(Cl)cc2)n1	-1.2%	-7.8%	14.6	15.1%	8.3%	7.3%	0.9%	21.8%	-14.4%	?
13	Cc1cc(Nc2cccc(F)c2)nc(NCc2ccccc2)n1	-3.7%	6.4%	-1.1	-5.1%	3.9%[46.1 µM]	-43.7%[inhibitor]	?	2.1%	4.3%	12.5%
14	Cc1cc(C)n(CC(=O)c2cccc([N+](=O)[O-])c2)n1	-1.5%	-0.1%	4.9	?	-0.1%	16.1%	-0.1%	2.3%	0.3%	-8.1%
15	Cc1ccc(S(=O)(=O)N2CCC(C(=O)N(C)C3CCS(=O)(=O)C3)CC2)cc1 (stereo not drawn)	0.4%	0.5%	-0.4	0.6%	1.3%	-11.0%	-1.0%	2.4%	4.5%	.
16	CC(NC(=O)CN1CCN(Cc2cccc(F)c2)CC1)c1ccccc1 (stereo not drawn)	-2.3%	.	-4.6	.	.	-19.7%	3.2%	-1.0%	.	-16.7%
17	CCOc1cc(Br)c(C=O)cc1OCC	0.2%	-0.8%	7.9	1.6%	-19.4%	-22.5%	0.2%	-2.6%	-15.6%	-18.3%
18	CCN1C[C@@H]2[C@@H]3C(=O)N(C)C(=O)[C@@H]3[C@](C)(C1=O)N2C(=O)c1ccc(Cl)c(Cl)c1	-5.3%	.	.	.	-4.7%	-1.8%	4.8%	.	.	.
19	Cc1ccsc1/C=C1\SC(N)=NC1=O	3.0%	-1.5%	-2.1	?	-17.2%	-1.9%	-6.1%	-2.5%	-2.3%	?
20	Cc1c(Cl)cccc1-n1c(SCC(=O)N2CCC(C(=O)O)CC2)nnc1-c1ccncc1	0.1%	-4.8%	1.2	-2.9%	9.0%	-5.1%	2.1%	0.0%	16.2%	-1.0%
21	O=C(NC1=NCCS1)c1sc2ccccc2c1Cl	-4.9%	18.9%	3.2	43.1%[activator]	-2.2%	24.9%	0.3%	11.2%	3.4%	30.1%[activator]
22	NC(=O)[C@@H]1CCOc2c(I)cc([N+](=O)[O-])cc2C(=O)N[C@@H](CO)C(=O)NCC(=O)N1	-2.1%	3.0%	7.7	?	8.0%	-4.0%	-0.9%	-1.1%	7.6%	-20.3%
23	CCN(CC)S(=O)(=O)c1ccc(Cl)c(C(=O)Nc2cccnc2)c1	-9.3%	-1.7%	-14.0	-8.0%	2.7%	20.0%	1.3%	6.4%	2.8%	0.8%
24	O=C(COc1ccc(-c2ccccc2)cc1)N1CCN(C(=O)c2cccs2)CC1	-2.8%	8.5%	-12.4	-3.4%	-2.8%	19.0%	-12.0%	-0.1%	4.7%	4.9%
25	Cc1cc(NC(=O)c2ccccc2F)on1	-3.9%	14.5%	1.8	-16.9%[11.5 µM]	3.1%[46.1 µM]	-6.8%	3.4%	-1.4%	3.3%	-1.3%
26	CC(CC(=O)Nc1ccc2c(c1)OCCO2)c1ccccc1 (stereo not drawn)	-0.2%	0.1%	-0.4	0.2%	-1.6%	25.7%	1.6%	4.2%	4.5%	-4.2%
27	Cc1nc2ccccc2nc1OCc1cccc([N+](=O)[O-])c1	-3.0%	2.7%	1.7	10.1%	0.3%	-26.1%	-2.6%	-20.3%	3.1%	7.3%
28	O=C(NC1C(=O)NNC1c1ccccc1)c1ccccc1 (stereo not drawn)	-0.1%	1.4%	30.1	2.7%	-0.4%	9.7%	4.9%	-15.5%	3.3%	-8.4%
29	N#CCc1ccc(OC(=O)Nc2ccccc2)cc1	-0.9%	2.5%	-3.2	4.2%	-2.6%	-12.5%	2.1%	1.4%	-10.5%	0.7%
30	Cc1ccccc1CCNC(=O)C1CCN(S(=O)(=O)c2ccc(-n3cnnn3)cc2)CC1	0.6%	-3.6%	5.7	-2.9%	-5.7%	-16.8%	-0.5%	12.2%	7.0%	-12.7%

# The list continues.
entry	mol	TSG101-PTAP inh	Mito fusion act	TSHR antagonist	MBNL1-CUG inh	TCR act	a7 integrin act	ASM inhibitor	MLL CXXC-DNA inh	AT treatment	Menin-MLL TR inh
31	COc1ccc(-n2nnc3c(=O)n(CC(=O)N4CCCc5ccccc54)cnc32)cc1	-1.2%	-1.6%	21.7	1.2%	-0.7%	1.1%	2.5%	21.5%	-0.6%	-18.6%
32	CCc1ccc(C(=O)NNc2ccc(Cl)cc2)cc1	-0.4%	17.7%	11.0	-3.7%	-25.0%	-47.8%[inhibitor]	0.8%	-5.1%	-7.5%	.
33	O=C(O)CCCC(=O)Nc1ccc(Sc2ccc([N+](=O)[O-])cc2)cc1	-8.7%	5.9%	-6.5	?	-2.2%	20.0%	-0.1%	6.6%	5.6%	?
34	CCCCCC1CC(COc2ccccc2)OC1=O (stereo not drawn)	-1.9%	2.9%	-10.0	2.1%	-6.2%	0.0%	6.3%	2.7%	13.6%	-15.4%
35	c1cncc(-c2nnc3n2C2(CCCCC2)Cc2ccccc2-3)c1	-15.4%	0.7%	-4.6	6.2%	2.7%	2.1%	-1.6%	13.6%	-11.4%	-23.6%
36	CC(O)(CS(=O)(=O)Cc1ccccc1Cl)C(=O)Nc1cccc(C(F)(F)F)c1 (stereo not drawn)	-3.5%	0.1%	10.7	-4.5%	.	11.8%[7.66 µM]	-6.0%	3.8%	2.8%	.
